inhibitors of VEEV: inhibitors of VEEV TC-83 cytopathic effect, confirmation, Vero cells (AID 588727); Vero cells, VEEV TC-83 cytopathic effect inhibition; higher % means a stronger effect; 0.13% of 350,000 active; one-dose inhibition, % at 20 µM; IC50 in µM for titrated hits; in the data active means a potency from the dose series; inconclusive means inhibition mostly from about 14% at the one dose, without a potency; inactive means the rest, 99 in 100 with inhibition below about 12%; further: strong numbers were not always called active
M. tuberculosis: growth inhibition of non-replicating M. tuberculosis (AID 488890). inhibition, % at 25 µM, or IC50 in µM where a hit was titrated. 0.39% of 320,000 active. Mycobacterium tuberculosis non-replicating, growth inhibition; higher % means a stronger effect; in the data active means a potency from the dose series; inconclusive means inhibition mostly from about 82% at the one dose, without a potency; inactive means the rest, 99 in 100 with inhibition below about 76%;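 further: plate controls were DMSO cells for no effect and high antibiotic wells for full effect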
Salmonella PhoP GFP: PhoP regulon inhibitors, Salmonella typhi PhoP promoter GFP reporter, confirmatory (AID 1850). Salmonella Typhi PhoP-promoter GFP reporter, fluorescence, 4 h; higher % means a stronger effect. inhibition, % at 50 µM; hits with a dose series show IC50 in µM. 0.33% of 310,000 active; in the data active means a potency from the dose series; inconclusive means inhibition mostly from about 25% at the one dose, without a potency; inactive means the rest, 99 in 100 with inhibition below about 19%;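 further: 0% = induced wells with vehicle and 100% = uninduced wells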
H1N1 NS1A inhibition: H1N1 influenza NS1A inhibitors, functional cell based assay (AID 504329); one-dose inhibition, % at 12.5 µM; IC50 in µM for titrated hits; NS1A functional cell-based assay, percent inhibition; higher % means a stronger effect; 0.3% of 340,000 active; in the data active means a potency from the dose series; inconclusive means inhibition above about 27% without an active follow-up result; further: strong numbers were not always called active
H37Rv inhibition: M. tuberculosis growth inhibition, HTS (AID 449762); M. tuberculosis H37Rv growth inhibition, 7H9 media; higher % means a stronger effect; inhibition, % at 25 µM; hits with a dose series show IC50 in µM; 0.59% of 330,000 active; in the data active means a potency from the dose series; inconclusive means inhibition above about 70% without an active follow-up result;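 further: bacterial growth assessed after seven days of incubation; strong numbers were not always called active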
inhibitors of VEEV 10K pilot screen: further read-out of inhibitors of VEEV, marked with its call; inhibition, %; measured here: 10K pilot screen inhibition
* hit, by the source's call; i = inactive; ? = inconclusive; · = not tested or not shown; & = joins results of further samples; ! = not confirmed by another sample.

SMILES	inhibitors of VEEV	M. tuberculosis	Salmonella PhoP GFP	H1N1 NS1A inhibition	H37Rv inhibition	others
O=C(CN1C(=O)NC2(CCCCC2)C1=O)NCCc1ccccc1	1.9%	12%	·	1%	1%
CC1CN(S(=O)(=O)c2cccc(-c3csc(-c4ccccc4)n3)c2)CC(C)O1 (stereo not drawn)	3.9%	11%	-5%	-4%	6%
CC(C)(C)c1ccc(C(=O)N/C(=C\c2cccc([N+](=O)[O-])c2)C(=O)Nc2cccc(C(=O)O)c2)cc1	3.0%	-4%	-5%	4%	2%
Cn1ncc(-c2ccno2)c1C(=O)O	0.7%	-12%	6%	2%	3%
O=C(CN1C(=O)S/C(=C\C=C\c2ccccc2)C1=O)Nc1ccc(O)cc1	0.1%	-17%	-1%	11%	3%
CS(=O)(=O)N(CC(=O)N1CCN(C(c2ccccc2)c2ccccc2)CC1)C1CCCCC1	i	38%	17%	3%	-4%
Cn1c(N)c(C(=O)CSc2nnc(-c3cccs3)n2C2CC2)c(=O)[nH]c1=O	8.5%	·	·	0%	·
CCN(CC)c1ncnc2c1sc1nc(C)cc(C)c12	4.6%	74%	3%	-2%	8%
O=C(OCCN1CCOCC1)C1(c2ccccc2)CCCC1	0.9%	-4%	-7%	-2%	0%
COc1cccc(OCCOc2ccccc2OC(C)C)c1	5.8%	-1%	-1%	-9%	0%
COc1cc(C2SCCS2)cc(Br)c1Oc1ncccc1[N+](=O)[O-]	7.1%	7%	-4%	·	2%
COC(=O)CN1C(=O)C(C)=C(c2ccc(C)cc2)S1(=O)=O	3.6%	55%	0%	1%	53%
C=CCNc1nc(Nc2ccc(OC)cc2)nc(OCC)n1	0.4%	4%	9%	0%	4%
Cc1ccc(OCc2cc(C(=O)N(CCO)Cc3cccs3)no2)cc1C	1.9%	34%	-7%	-7%	9%
CCCC(=O)N1CCN(c2ccc([N+](=O)[O-])cc2Cl)CC1	i	44%	-4%	6%	9%	inhibitors of VEEV 10K pilot screen=0.2
CCOC(=O)C1=C(N)Oc2c(oc(CO)cc2=O)C1c1c(F)cccc1Cl (stereo not drawn)	1.2%	0%	4%	-13%	-3%
CC1CCCCN1S(=O)(=O)c1ccc(S(=O)(=O)N2CCCC2)cc1 (stereo not drawn)	i	5%	1%	7%	9%
CC(=O)c1cccc(NC(=O)COC(=O)CCNS(=O)(=O)c2ccccc2)c1	0.1%	11%	·	-3%	-5%
Cc1ccccc1OCCNC(=O)c1ccc2ccccc2n1	i	19%	3%	-12%	5%
Cc1nn2c(NCCCN(C)C)c3c(nc2c1-c1ccccc1)CCCC3	23%	73%	8%	5%	11%
Cc1ccc(C(C)C)cc1OCCn1cncn1	i	16%	-3%	-4%	-6%
O=C1c2cccnc2C(=O)N1Cc1cccs1	1.0%	·	5%	-3%	-5%
COc1ccc(OCC(=O)Nc2ccccc2-c2ccccc2)cc1	i	13%	11%	4%	67%
COc1ccc(CNC(=O)/C(C#N)=C2\N=C(NC(=O)c3cccs3)c3ccccc32)cc1	7.2%	7%	-11%	8%	?
CCOC(=O)C(Cc1ccccc1)NC(=O)CCc1nnc2ccc(N3CCOCC3)nn12 (stereo not drawn)	1.4%	-14%	-4%	5%	4%
Cc1ccc(S(=O)(=O)N2CCN(S(=O)(=O)N3CCOCC3)CC2)cc1C	1.1%	6%	2%	25%	4%
COc1cc(CNCC(O)c2ccccc2)ccc1OCc1ccc(Cl)nc1 (stereo not drawn)	i	4%	10%	-14%	-3%
CC(=O)c1sc(NC(=O)CCN2C(=O)C3CC=CCC3C2=O)nc1-c1ccccc1 (stereo not drawn)	6.3%	5%	·	-11%	9%
COCCNC(=O)c1ccccc1NC(=O)Cc1ccccc1[N+](=O)[O-]	0.1%	3%	-1%	2%	1%
CCn1c(C)nc2cc(C(=O)NNC(=O)c3ccc(Cl)nc3)ccc21	1.0%	-1%	7%	-17%	0%
CC(C)(C)[C@H]1COC(=O)[C@@H](Cc2ccc(F)cc2)C/C=C\C[C@@H](CC(=O)N[C@H](CO)Cc2ccccc2)C(=O)N1	3.5%	61%	·	-6%	-2%
Nc1nonc1-c1nc2ccccc2n1CCC(=O)O	i	3%	1%	8%	6%
O=C(Nc1ccc2c(c1)CCC2)c1cc(S(=O)(=O)N2CCN(c3ccccc3)CC2)ccc1Cl	5.0%	45%	-12%	7%	7%
O=C(Cn1c(=O)oc2ccccc21)NC(=O)NCc1ccccc1	0.9%	-10%	-1%	8%	5%
COc1ccc(O)c(C(=O)c2cnn(C(=O)c3cccc(N(C)C)c3)c2)c1	9.5%	23%	·	-17%	2%
COc1cc(C)ccc1OCCOCCOc1ccc(C)cc1[N+](=O)[O-]	i	-7%	14%	16%	1%
CCC(=O)N1c2ccc(S(=O)(=O)CCC(=O)N3CCn4c3nc3ccccc34)cc2CC1C (stereo not drawn)	13%	?	-15%	-8%	9.3µM*
O=C(C1CCN(S(=O)(=O)c2cccc3nsnc23)CC1)N1CC=C(c2ccccc2)CC1	3.2%	28%	-3%	-3%	-9%
CCOc1cccc(NC(=O)C2CCCN(S(=O)(=O)c3ccc(OC)cc3)C2)c1 (stereo not drawn)	i	8%	-4%	-1%	-2%
CCOC(=O)c1c(C)[nH]c(C(=O)NNC(=O)c2ccc(Br)cc2)c1C	i	26%	·	1%	-2%
c1nc(NC2CCCCC2)c2[nH]cnc2n1	i	8%	1%	-6%	-8%
Cc1ccc(S(=O)(=O)NCC2CCC(C(=O)NCc3cccs3)CC2)cc1 (stereo not drawn)	0.5%	1%	-4%	-11%	-7%
CCn1c(-c2ccccc2Cl)nn(CC(=O)NCCc2ccccc2)c1=S	0.8%	-9%	-3%	-7%	2%
C#CCOCCOCCOCCNc1nc(N2CCN(C(=O)[C@H](CCC(=O)O)n3cc(CN)nn3)CC2)nc(N2CCN(C(=O)[C@H](CCCN=C(N)N)n3cc(C(N)[C@@H](C)CC)nn3)CC2)n1 (stereo partly drawn)	0.4%	5%	·	-8%	5%
O=C1CN(C(=O)c2c(F)cccc2F)C(c2ccc(F)cc2)c2cc(Br)ccc2N1 (stereo not drawn)	1.2%	27%	-8%	-1%	10%
CC1Oc2ccccc2C=C1C1/C(=C(/O)c2ccccc2)C(=O)C(=O)N1CCCN(C)C (stereo not drawn)	0.5%	-2%	-4%	5%	2%
COc1cccc(NC(=O)c2cccc(C)c2[N+](=O)[O-])c1	i	21%	0%	10%	2%
COc1ccc(NC(=O)c2ccc(NC(=O)CN3CCC(C(N)=O)CC3)cc2)cc1	1.1%	14%	·	1%	-4%
O=C(O)C1(Nc2ccccc2Cl)CCCC1	2.4%	·	·	-22%	·
O=C(O)C1(c2ccc(Cl)cc2)CCC1	0.7%	-17%	-16%	2%	-2%
O=C(CN1CCC(n2nnc3ccccc32)CC1)NCc1cccs1	0.3%	6%	8%	10%	0%
CCOc1ccc2[nH]cc(C(=O)NCc3ccccc3)c(=O)c2c1	5.9%	36%	-4%	-3%	11%
C=CCn1c(O)c(N=Nc2c(C)n(C)n(-c3ccccc3)c2=O)c(=O)[nH]c1=S	3.6%	11%	-1%	2.3µM*	0%
Cc1ccc(NC(=O)CN2CCCCCC2)cc1Br	0.5%	5%	19%	1%	-6%
CCN(c1ccc(OC)cc1)c1ncnc2nc[nH]c12	5.8%	·	-8%	-2%	-13%
Cc1cc(C)c(-c2csc(NC(=O)COC(=O)c3ccc4c(c3)OCO4)n2)c(C)c1	0.1%	-4%	-8%	-3%	2%
CCCCn1c(SCC(=O)Nc2ccc(NC(C)=O)cc2)nc2ccccc2c1=O	0.1%	2%	6%	-21%	-5%
COCCNC(=O)c1ccccc1NC(=O)c1ccc(OC)c(OC)c1	3.4%	17%	-9%	-4%	-18%
Cc1ccc2nc(SCC(=O)Nc3ccccc3N3CCOCC3)c(C#N)cc2c1	4.0%	-7%	9%	3%	-5%
C#CCOc1c(Cl)cc(/C=N/O)cc1OC	1.3%	-3%	-2%	-1%	2%

Pulled by structure from above:
SMILES	inhibitors of VEEV	M. tuberculosis	Salmonella PhoP GFP	H1N1 NS1A inhibition	H37Rv inhibition	others
O=C(O)C1(c2ccc(Cl)cc2)CCC1	0.7%	-17%	-16%	2%	-2%
C=CCn1c(O)c(N=Nc2c(C)n(C)n(-c3ccccc3)c2=O)c(=O)[nH]c1=S	3.6%	11%	-1%	2.3µM*	0%
Cc1ccc2nc(SCC(=O)Nc3ccccc3N3CCOCC3)c(C#N)cc2c1	4.0%	-7%	9%	3%	-5%

Returning to the listing, repeating the 2 entries before the break.
SMILES	inhibitors of VEEV	M. tuberculosis	Salmonella PhoP GFP	H1N1 NS1A inhibition	H37Rv inhibition	others
Cc1ccc2nc(SCC(=O)Nc3ccccc3N3CCOCC3)c(C#N)cc2c1	4.0%	-7%	9%	3%	-5%
C#CCOc1c(Cl)cc(/C=N/O)cc1OC	1.3%	-3%	-2%	-1%	2%
O=C(NC(=S)Nc1cc(C(F)(F)F)ccc1N1CCOCC1)c1ccc(-c2cccc(Cl)c2)o1	6.9%	19%	-20%	-2%	4%
C/C=C(\C)CN1CCC(n2nccc2NC(=O)c2ccc(OC)cc2)CC1	i	8%	-2%	-4%	-1%
CC(NCCO)C(=O)C12CC3CC(CC(C3)C1)C2 (stereo not drawn)	i	-13%	-2%	5%	0%
COc1cccc(C(=O)Nc2ccc(NC(=O)C(C)C)nc2)c1	1.4%	-13%	-2%	-1%	-2%
O=C(CSc1ccccc1)NCCSCc1ccccc1	0.7%	26%	2%	0%	-7%
CCCCc1cc(=O)oc2c(CN(C)C)c(O)c(Cl)cc12	2.1%	-7%	-7%	13%	1%	inhibitors of VEEV 10K pilot screen=0.9
Cc1cc2nnc(SCC(=O)N3CCOCC3)n2c2ccccc12	0.0%	-6%	7%	-9%	-8%
C/C(=N\NC1=NCCN1)c1ccccc1	1.6%	-18%	4%	·	3%
CC(=O)NC(CCS(C)(=O)=O)C(=O)N1CCc2ccccc21 (stereo not drawn)	0.6%	-2%	0%	-1%	2%
CCCc1c(C(=O)N2CCN(c3ccccc3OC)CC2)cnn1-c1ccccc1	0.6%	10%	6%	-5%	-2%
O=c1oc2ccccc2cc1-c1ccc(O)cc1	4.1%	62%	8%	-6%	6%
O=C(O)CNc1nc(Cl)ccc1[N+](=O)[O-]	1.3%	41%	13%	1%	1%

Three structures from above, sorted by SMILES length, smallest number first:
SMILES	inhibitors of VEEV	M. tuberculosis	Salmonella PhoP GFP	H1N1 NS1A inhibition	H37Rv inhibition	others
O=c1oc2ccccc2cc1-c1ccc(O)cc1	4.1%	62%	8%	-6%	6%
C/C=C(\C)CN1CCC(n2nccc2NC(=O)c2ccc(OC)cc2)CC1	i	8%	-2%	-4%	-1%
O=C(NC(=S)Nc1cc(C(F)(F)F)ccc1N1CCOCC1)c1ccc(-c2cccc(Cl)c2)o1	6.9%	19%	-20%	-2%	4%

(continued)
SMILES	inhibitors of VEEV	M. tuberculosis	Salmonella PhoP GFP	H1N1 NS1A inhibition	H37Rv inhibition	others
Cc1onc(-c2ccccc2)c1NC(=O)N(CCC#N)Cc1cccs1	0.7%	1%	-13%	-1%	5%
NC(=O)c1ccsc1NC(=O)C1CCN(S(=O)(=O)c2cccs2)CC1	7.0%	-7%	-2%	-7%	-4%
CN(C)S(=O)(=O)c1ccc(N2CCOCC2)nc1	0.4%	5%	-12%	2%	-3%
C=C1CCC[C@]2(C)C[C@H]3OC(=O)C(CN4CC(C)OC(C)C4)[C@H]3C[C@@H]12 (stereo partly drawn)	0.5%	59%	-3%	18%	-5%
O=C(CNC(=O)C12CC3CC(CC(C3)C1)C2)OCC(=O)N1CCCCC1	i	-2%	4%	-4%	-4%
O=C(c1ccc2c(c1)OCO2)N1CCc2ccccc21	i	14%	-11%	1%	-5%
CCOc1ccc(NC(c2ccccc2)P(=O)(OC)OC)cc1 (stereo not drawn)	1.0%	17%	0%	0%	66%
CN(C)CCCN1c2ccccc2Sc2ccc(Cl)cc21	2.6%&6.0%	?	39µM*!	6%&21%	52µM*!
CC(=O)Oc1ccc2c(=O)c(N3C(=O)c4ccccc4C3=O)c(C)oc2c1	0.2%	-25%	-3%	-1%	-9%
COc1ccc(Br)cc1/C=C/C(=O)Nc1ccc(C)cc1	4.1%	68%	-7%	-7%	3%
CC(=O)Nc1cccc(-c2cc(C)c3cc4c(cc3n2)OCO4)c1	10.0%	·	·	-11%	·
O=C(Nc1ccccc1N1CCCCC1)c1cnccn1	4.5%	38%	3%	-8%	?
N#CCCN1CCN(S(=O)(=O)c2ccc(S(=O)(=O)NCC3CCCO3)cc2)CC1 (stereo not drawn)	i	-21%	-5%	-1%	-9%
COc1ccc(NS(=O)(=O)c2cc3c4c(c2)CCN4C(=O)CC3)cc1OC	0.4%	-10%	1%	7%	3%
CC1CCCC(NC(=O)c2cccc(N3CCCC3=O)c2)C1C (stereo not drawn)	i	20%	-8%	-1%	5%

Screening results: PubChem BioAssay, Southern Research Specialized Biocontainment Screening Center
